TCR activator – Activators of T cell receptors: qHTS campaign | primary human leukocytes, anti-CD3, IL-2 HTRF, 48 h | 330,000 tested, under 10 active | Potency, µM (doses to about 9.22 µM), for inactives: top-dose activation of IL-2 secretion, most hits filed as activators; further: % of control where 0% means no effect
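IL-2 release read by HTRF sandwich (Eu cryptate donor, d2 acceptor, 665 nm emission) after 48 hr exposure of primary human leukocytes to compound together with anti-CD3 beads in the absence of co-stimulatory signals.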
TRPV1 agonist – HTS Assay for Compounds that Act as Agonists of the Vanilloid Receptor 1; Transient receptor potential cation channel subfamily V member 1 (Homo sapiens), Q8NER1; TRPV1-expressing cells, Fluo-8 calcium influx, agonist mode; activation, % at 8.33 µM; 320,000 tested, 0.19% active; in the data active means activation above about 80%; inconclusive means between about 30% and that limit; further: 0% is about no effect
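Fluo-8 calcium influx in TRPV1-expressing cells, kinetic read (ex 480/em 520 nm). Compound added and read 3 min for agonist activity, followed by capsaicin at EC20 final and 2 min further read for enhancement.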
BRCA1 expr act – qHTS Assay to Identify Small Molecule Activators of BRCA1 Expression; Potency, µM (doses to about 46.1 µM), without a hit: at the top dose activation, most hits filed as activators; 380,000 tested, 1.1% active; MCF7-BRCA1-FFLuc reporter, luminescence, 48 h; response scale: scaled: vehicle 0%, 10 µM genistein 100%; further: potency means the concentration at half of the fitted maximal effect; nearly all actives have a fitted effect of over 80% in size; some results filed as inactive show a strong effect at the top dose
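Reporter cells (MCF7, BRCA1 promoter-firefly luciferase) received library compounds across a concentration series for 48 h. End-point luminescence was measured and concentration-effect curves derived after normalization.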
MLL CXXC-DNA inh – qHTS Fluorescence Polarization Assay for Inhibitors of MLL CXXC domain - DNA interaction; Potency, µM (top dose mostly 115 µM), for the others: at the top dose activity change, negative = inhibition, hits mostly inhibitors; Histone-lysine N-methyltransferase 2A (Homo sapiens), Q03164; AID 2662, 2010; MLL-CXXC / FITC-HOXA9 DNA fluorescence polarization; 290,000 tested, 0.037% active; active means well fitted inhibition curve with a large enough effect in the polarisation, with a control signal flat, not every such curve was filed as active; inconclusive means small, poorly fitted or top-dose-only effect, or effect the other way, or a change in a side signal; inactive means no such curve, though single readings can be large or run the other way; the % refers to the polarisation; further: potency means the concentration at half of the fitted maximal effect
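Purified MLL-CXXC (added from a 7 uM solution) was preincubated 5 min at ambient with pinned compounds in 50 mM Tris-HCl pH 7.5, 50 mM NaCl, 1 mM DTT, 0.05% BSA. Fluorescein-labeled HOX-A9 DNA (50 nM solution) followed, 30 min, then polarization read.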
A-T KAP1 phos – qHTS Assay for Identifying a Potential Treatment of Ataxia-Telangiectasia | […] A-T fibroblasts, KAP-1 phosphorylation AlphaLISA; neocarzinostatin DNA damage 30 min before lysis | Potency, µM (top dose mostly 57.5 µM), inactives show at the top dose activation, hits mostly activators | 320,000 tested, 0.19% active | AID 485349, 2010; further: potency means the concentration at half of the fitted maximal effect; % of control where 0% means no effect; nearly all actives have a fitted effect of over 45% in size
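ATM-like activity read as KAP-1 phosphorylation via AlphaLISA donor/acceptor antibody pairs after lysis and 6 hr at 25C. Cells were ATM-null patient fibroblasts ([…], hTERT), dosed 60 min, then exposed to the DSB inducer NCS for 30 min.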
PTAP TSG101 blk – qHTS Assay for Iinhibitors of HIV-1 Budding by Blocking the Interaction of PTAP/TSG101; Tumor susceptibility gene 101 protein (Homo sapiens), Q99816; Fluorescence polarization, FITC-PTAP peptide / Tsg101 binding; Potency, µM (top dose mostly 115 µM), without a hit: top-dose activity change, negative = inhibition, usual class: inhibitors; 340,000 tested, under 10 active; AID 493005, 2010; active means well fitted inhibition curve with a large enough effect in the main read-out, with a control signal flat, not every such curve was filed as active; inconclusive means small, poorly fitted or top-dose-only effect, or effect the other way, or a change in a side signal; inactive means no such curve, though single readings can be large or run the other way; further: potency means the concentration at half of the fitted maximal effect; % of control where 0% means no effect
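Tsg101 binding domain (10 uM final) was mixed with compound and a FITC-labeled PTAP peptide (50 nM final) in HEPES pH 7.5 buffer with NaCl, Tween 20, EDTA and TCEP; fluorescence polarization was read after 20 min at r.t.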
p53 reactivation – qHTS assay for re-activators of p53 using a Luc reporter | H1299 p53-A138V BP100-luciferase reporter, luminescence, 24 h | Potency, µM (highest dose often 92.2 µM), without a hit: at the top dose activity change, positive = activation, usual class: activators | 320,000 tested, 0.063% active | AID 504706, 2011; further: potency means the concentration at half of the fitted maximal effect; % of control where 0% means no effect; nearly all actives have a fitted effect of over 45% in size
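H1299 (p53-null), stable ts p53-A138V + BP100-Luc; 1000 cells/well, Opti-MEM/10% FBS; cpd 4 pt, 1:5; 24 h, 37 deg C, 5% CO2; detection reagent 10 min RT; luminescence.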
a7 integrin act – qHTS for Activators of Integrin-Mediated Alleviation for Muscular Dystrophy; alpha7betagal myoblasts, beta-gal FDG fluorescence, 48 h; Potency, µM (titrated, usually from 38.3 µM), inactives show at the top dose activation, hits mostly activators; 350,000 tested, 0.064% active; AID 624291, 2012;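 further: potency means the concentration at half of the fitted maximal effect; 100% = response of the positive control SU9516; nearly all actives have a fitted effect of over 60% in size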
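Alpha7betagal+/- myoblasts (passage 13) were plated 16-24 hr, then exposed to compounds (1:260 dilution of DMSO stock) for 48 hours at 37C. After MPER lysis, β-galactosidase reporter activity was read as FDG fluorescence (ex 480/em 540) after 30 minutes.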
ELG1 DNA repair – qHTS screen for small molecules that inhibit ELG1-dependent DNA repair in human embryonic kidney (HEK293T) cells expressing luciferase-tagged ELG1 | HEK293T ELG1-luciferase reporter, luminescence, 16 h; DNA damage induced by 5-fluorouridine | Potency, µM (titrated, usually from 46.1 µM), inactives show top-dose activity change, negative = inhibition, hits mostly inhibitors | AID 504467, 2011 | 330,000 tested, 2.3% active; further: potency means the concentration at half of the fitted maximal effect; on the % scale 0 is the no-effect control and ±100 the full control effect; nearly all actives have a fitted effect of over 55% in size
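5-Fluorouridine DNA damage + compound/DMSO, 2,000 cells/well, 16 h, 37 °C/5% CO2. ONE-Glo, 30 min RT, luminescence. Readout = decrease in reporter signal.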
B2AR arrestin – qHTS assay of beta-arrestin-biased ligands of beta2-adrenergic receptor; Beta-2 adrenergic receptor (Homo sapiens), P07550; beta-arrestin recruitment to beta2AR, cell-based reporter; Potency, µM (titrated, usually from 46.1 µM), for the others: top-dose activation, actives largely listed as activators; 330,000 tested, 0.02% active; AID 492947, 2010;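 further: potency means the concentration at half of the fitted maximal effect; 0% = DMSO controls and full agonism = EC100 isoproterenol or metaproterenol; nearly all actives have a fitted effect of over 65% in size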
Active calls of the source: *; ? = inconclusive; / = no result given; [ ] = dose if it differs, or a comment. Unless noted, the call rests on the fitted dose curve; in most records, active means well fitted curve in the direction sought with a large enough effect; inconclusive means small, poorly fitted or top-dose-only effect, or another doubt; inactive means no such curve, though single readings can be large; an effect the other way counts as inactive or inconclusive.

SMILES | TCR activator | TRPV1 agonist | BRCA1 expr act | MLL CXXC-DNA inh | A-T KAP1 phos | PTAP TSG101 blk | p53 reactivation | a7 integrin act | ELG1 DNA repair | B2AR arrestin
N#CCCN1CCN(Cc2ccccc2)CCC1=O | -9% | 0 | 9% | 3% | 0% | -1% | / | -36% | -2% | -0.6%
COc1ccc(Cl)cc1Nc1nc(-c2sc(NC(=O)CC(C)C)nc2C)cs1 | -8% | 9 | -27% | -2% | 3% | -14% | -5% | 28% | ? | 0.5%
O=C(Nc1ccncc1)c1ccc2c(c1)S(=O)(=O)c1ccccc1C2=O | 0% | ? | -18% | ? | -1% | 0% | -5% | -10% | 9.2µM* | 0.4%
CC(=O)Nc1ccc2oc(-c3cc(F)c(F)cc3Cl)nc2c1 | 2% | 1 | 49% | -8% | 13% | -5% | 12% | 0% | ? | 0.5%
O=C(Cc1ccccc1)NC1(Cc2ccc(O)cc2)CCCCC1 | -62% | 1 | 0% | 2% | -4% | -1% | 18% | 33% | 4% | 0.3%
CCOC(=O)c1ccc(C(=O)NNC(=O)C2CC=CCC2)cc1 (centres undefined) | 3% | / | 15% | / | / | -2% | / | -7% | / | /
Cc1ccc(NCC(O)C(O)C(O)CO)c(N=Nc2ccccc2)c1C (centres undefined) | -8% | 18 | -5% | 14% | 1% | -3% | 2% | -18% | 16% | -1.1%
C[C@H](O)c1[nH]c2cc(F)ccc2c1[C@H](C)O | 2% | 1 | -1% | 18% | -3% | -5% | 13% | -9% | 5% | -0.1%
CCOc1ccc(NC(=O)CN2CCN(CC(=O)Nc3ccccc3OC)CC2)cc1 | 2% | -1 | -20% | 0% | 4% | -2% | -10% | 0% | ? | 0.4%
O=C(Nc1ccon1)c1sc2cc(F)ccc2c1Cl | 2%[46.1 µM] | 7 | 15% | 1% | 1% | -4% | ? | -8% | ? | 0.0%
CCOC(=O)Cc1csc(NC(=O)CSc2cc(Cl)ccc2Cl)n1 | 6%[46.1 µM] | -3 | -7% | -1% | 11% | 1% | 1% | 0% | 1% | -1.4%
CCOC(=O)c1c(NC(=O)c2nn(CC)cc2Br)c(C#N)nn1-c1ccccc1 | / | -3 | -34% | 0% | 6% | / | ? | -6% | ? | 5.2%
CCCNC(=O)CNC(=S)N(Cc1cc(OC)c(OC)c(OC)c1)C1CCCC1 | -1%[46.1 µM] | 12 | -8% | -6% | 1% | 0% | -6% | 23% | -22% | -0.2%
COc1ccc(OCc2cc(C(=O)NCCc3ccccc3)no2)c(Cl)c1 | 0% | 21 | -3% | 12% | 2% | -6% | 10% | -34% | -13% | 0.9%
CC(=NCc1cccnc1)C1=C(O)c2ccccc2C1=O | -7% | -7 | 0% | -5% | 5% | -4% | 16% | -29% | 5% | 4.8%
Cc1cc(C)c2nc(-c3cccnc3)cc(C(=O)NC(C)c3cnn(C)c3C)c2c1 (centres undefined) | -3% | -3 | -11% | 3% | 1% | -1% | -5% | -1% | -14% | 0.0%
O=C(c1c[nH]c(C(=O)C(Cl)(Cl)Cl)c1)c1ccccc1Br | 1% | 2 | 0% | 8% | -3% | 0% | 0% | 9% | -22% | -0.2%
CCC(C)NC(=O)CN(c1cc(Cl)cc(Cl)c1)S(C)(=O)=O (centres undefined) | 6% | 2 | 20% | 8% | 1% | -2% | 2% | -18% | -3% | -0.5%
CSc1ncc(Cl)c(C(=O)Nc2cccc(Cl)c2)n1 | -11% | 1 | -47% | -4% | 6% | -6% | ? | -7% | -4% | -0.5%
COC(=O)c1ccccc1NC(=O)CN1CCCCC1 | 15% | 5 | -2% | 20% | 4% | -4% | 6% | -27% | 1% | 0.2%
COc1ccc(C(C)(C)C)cc1NC(=O)CN1C(=O)C(=O)N(Cc2ccco2)C1=O | -17% | 23 | 7% | / | -9% | -4% | 11% | -28% | 11% | 0.0%
CCC(CC)c1nn2c(N)c(/C=C3\C=Nc4ccccc43)c(=O)nc2s1 | -6% | 0 | 19% | -10% | -2% | 1% | 5% | 18% | 17% | 0.2%
CC(=O)c1ccc(NS(=O)(=O)c2ccc3c(c2)N(C(C)=O)CCO3)cc1 | 2% | -1 | 1% | 1% | 0% | 1% | -30% | ? | 12% | 0.3%
COc1cc(/C=C/C(=O)Nc2nc3ccc(S(=O)(=O)NC(C)C)cc3s2)cc(OC)c1OC | -3%[46.1 µM] | -2 | -27% | 2% | 10% | 1% | 2% | -4% | -5% | -2.1%
COc1cc(-c2nc(-c3ccncc3)no2)cc(OC)c1OC | 4% | -9 | 0% | 6% | 1% | -6% | -2% | -16% | -27% | -0.2%
Going on with the list:
SMILES | TCR activator | TRPV1 agonist | BRCA1 expr act | MLL CXXC-DNA inh | A-T KAP1 phos | PTAP TSG101 blk | p53 reactivation | a7 integrin act | ELG1 DNA repair | B2AR arrestin
COc1cnc(-c2ccccn2)nc1Oc1ccc(C(C)(C)C)cc1 | 7% | 19 | -74% | -8% | -2% | -5% | 1% | -67%[inhibitor] | ? | -0.9%
Cc1cc2cc(CNC(=O)c3ccc(S(=O)(=O)N4CCCCC4)cc3)ccc2n1C | 6% | 1 | -12% | -13% | 0% | 0% | 4% | -14% | -2% | -0.8%
COC(=O)Cn1c(O)c(N=NC(=O)c2ccc3c(c2)OCO3)c2ccccc21 | -7% | 0 | 0% | -4% | -3% | -2% | 4% | 7% | ? | -0.9%
O=c1[nH]c2ccccc2nc1/C=C(\O)C(F)F | 0%[46.1 µM] | -3 | -15% | 31%[activator] | / | 4% | 20% | 22% | 20% | -0.8%
CCOC(=O)Cc1ccc2sc(-c3ccccc3)nc2c1 | -1%[46.1 µM] | -1 | 4.5µM* | -1% | 4% | -1% | ? | -1% | ? | 0.3%
CCc1cc(SC#N)cc(C)c1N | -1% | 4 | -5% | -1% | -8% | -3% | 12% | ? | ? | 0.1%
COc1ccccc1/C=N/NC(=O)COCC(=O)N/N=C/c1ccccc1OC | 24% | 1 | -13% | -1% | -4% | -3% | 1% | -6% | -6% | 0.0%
CCOC(=O)N/N=C\C=C\c1ccco1 | 2% | 0 | 33% | -2% | -4% | -3% | ? | 3% | ? | -0.8%
CCOc1ccc(C(=O)Nc2ccc(S(=O)(=O)N3CCOCC3)cc2)cc1OCC | -2% | -4 | -2% | 3% | 34% | -3% | -9% | 6% | 0% | -0.3%
O=C(NCc1ccc(C(=O)O)cc1)OCc1ccccc1 | 0% | 0 | 0% | 1% | -2% | -5% | 2% | -14% | 17% | -0.8%
N#Cc1c(N(CCO)CCO)nc(N)c2c(N)nc3c(c12)CC(=O)N3Cc1cccs1 | 1% | 0 | 0% | 7% | -6% | -18% | 1% | -5% | ? | -0.4%
C=CCOC(=O)C1=C(C)NC(C)=C(C(=O)OCC=C)C1c1cn(-c2ccccc2)nc1-c1ccco1 | 1% | 1 | -13% | 3% | 0% | 18% | -9% | -26% | 9% | -1.6%
COc1ccc(Cl)cc1C(=O)NNC(=O)CSc1nnc2ccccn12 | -3% | 3 | -22% | 6% | -10% | 0% | 1% | 6% | 13% | 0.0%
Cc1ccc(S(=O)(=O)N2CCN(C(=O)COc3ccc(-c4nnco4)cc3)CC2)cc1 | 3% | -1 | 0% | 10% | 1% | 0% | 1% | 0% | -29% | -0.2%
CCN(CC)C(=O)c1sc(NC(=O)Cc2ccccc2)c(C#N)c1C | -2%[46.1 µM] | 3 | 4% | 6% | 5% | -1% | -15% | 18% | ? | 2.1%
O=C(Nc1ccccc1O)c1ccc2c(c1)C(=O)N(c1ccccc1)C2=O | / | 2 | 3% | -1% | 5% | -1% | 30% | 11% | -10% | 0.4%
CC(C)(C)OC(=O)C[C@@H]1C/C=C\C[C@@H](CC(=O)NCCO)C(=O)N[C@H](Cc2ccccc2)COC1=O | 4% | / | 18% | / | 4% | 2% | -2% | 23% | 1% | -0.9%
CC(C)N(Cc1cc2ccccc2[nH]c1=O)C(=O)C(C)(C)C | 8% | 2 | 1% | 1% | -3% | -5% | -2% | -1% | -1% | 0.3%
S=C(NCCCc1ccccc1)Nc1ccccc1Cl | -6%[46.1 µM] | ? | -17% | -1% | 3% | -4% | 0% | 24% | 1% | 0.4%

Assay outcomes deposited in PubChem BioAssay by National Center for Advancing Translational Sciences (NCATS).

Compounds as they come; about 3.8% have a hit in one of these screens.
